Source: PubChem BioAssay
KCNQ2 inh: KCNQ2 potassium channel inhibitors, primary screen, cell-based, CHO-K1, FluxOR thallium flux, B-score (AID 2156); Potassium voltage-gated channel subfamily KQT member 2 (Rattus norvegicus), O88943; 20 min; hits give low values; B-score at 10 µM; 310,000 compounds, 1.1% hits;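 active = fluorescence ratio B-score at most minus 3 library SDs, with starting brightness B-score within 2 library SDs, cut at about -5.5 in these data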
Kir21 block: inhibitors of mouse Kir2.1 inward-rectifier potassium channel; B-score at 10 µM; HEK293-Kir2.1, FluxOR thallium flux fluorescence; hits give low values; AID 1672, 2009; 310,000 compounds, 0.85% hits;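 active = fluorescence ratio B-score at or below minus 3 SD of library scores, with starting-brightness B-score within 2 SD, cut at about -4.2 in these data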;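 also: channel flux triggered by added potassium and thallium sulfate stimulus; B-score of peak minus minimum fluorescence over baseline after thallium stimulus; more negative B-score means stronger Kir2.1 block with less thallium influx; some compounds called inactive have numbers as strong as hits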
Target sequence (P35561 whole entry, looked up): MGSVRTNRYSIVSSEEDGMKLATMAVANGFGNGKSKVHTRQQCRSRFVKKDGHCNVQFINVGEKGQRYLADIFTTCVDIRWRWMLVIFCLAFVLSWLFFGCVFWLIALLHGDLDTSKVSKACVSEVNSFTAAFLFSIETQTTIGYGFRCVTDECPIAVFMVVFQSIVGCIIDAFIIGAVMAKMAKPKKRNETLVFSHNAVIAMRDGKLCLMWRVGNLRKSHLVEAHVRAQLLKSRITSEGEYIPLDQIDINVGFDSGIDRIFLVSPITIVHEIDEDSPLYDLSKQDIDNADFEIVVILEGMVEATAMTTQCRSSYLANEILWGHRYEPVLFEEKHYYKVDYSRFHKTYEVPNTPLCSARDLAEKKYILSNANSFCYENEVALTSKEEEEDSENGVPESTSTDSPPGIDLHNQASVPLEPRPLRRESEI
STK33 kinase inh: inhibitors of purified STK33 kinase, primary screen, biochemical, ADP-Glo luminescence, homogeneous, cell-free. Serine/threonine-protein kinase 33 (Homo sapiens), Q9BYT3. AID 2661, 2010. inhibition, % at 10 µM. 320,000 compounds, 0.073% hits. MBP phosphorylation;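 active = inhibition at or above 25%, using the most active replicate where run in duplicate; inactive = inhibition below 25%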
Target sequence (Q9BYT3 whole entry, looked up): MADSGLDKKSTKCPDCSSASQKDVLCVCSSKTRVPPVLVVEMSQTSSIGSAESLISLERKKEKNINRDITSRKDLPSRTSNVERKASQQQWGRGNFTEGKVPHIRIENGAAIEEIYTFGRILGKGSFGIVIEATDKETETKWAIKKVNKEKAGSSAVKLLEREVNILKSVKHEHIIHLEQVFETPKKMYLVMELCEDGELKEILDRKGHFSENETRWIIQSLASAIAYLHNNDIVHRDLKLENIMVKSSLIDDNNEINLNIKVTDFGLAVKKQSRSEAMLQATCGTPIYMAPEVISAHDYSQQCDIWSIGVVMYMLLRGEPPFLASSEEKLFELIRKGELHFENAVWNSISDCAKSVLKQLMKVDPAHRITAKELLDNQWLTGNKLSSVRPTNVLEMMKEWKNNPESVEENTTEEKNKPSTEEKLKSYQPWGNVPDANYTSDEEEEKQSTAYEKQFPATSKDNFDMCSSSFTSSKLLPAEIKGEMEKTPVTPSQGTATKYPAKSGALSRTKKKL
An asterisk follows results filed as active; i = inactive; . = no result given.

KCNQ2 inh	molecule	Kir21 block	STK33 kinase inh
i	CCOC(=O)c1nnn(CC(=O)NC(=O)Nc2cccc(CC)c2)c1C(=O)OCC	0.68	-1.2
i	CC1(C)CC(NC(=O)C2CCC(=O)N(Cc3ccccc3F)C2)CC(C)(C)C1 (stereo not given)	0.62	.
i	COCCCn1c(=O)c2sccc2n2c(CCCC(=O)NCC3CCCO3)nnc12 (stereo not given)	0.48	-1.5
i	Cc1ccccc1C1c2[nH]c3ccccc3c2C[C@H]2C(=O)N(C3CC3)CC(=O)N12 (stereo not given in full)	1.9	-0.3
i	COc1ccc(CN2CCN(C(=O)CC(C)C)CC2)c2ccccc12	0.67	-0.6
i	CCOC(=O)c1[nH]c(C)c(/C=N/O)c1C	-0.19	2.1
i	COc1ccc(-c2[nH]ncc2/C=C(\C#N)C(=O)NC2CC2)cc1	0.37	1.5
i	COc1ccc(Cn2nnnc2C(c2cccs2)N2CCSCC2)cc1 (stereo not given)	0.02	0.6
i	O=C(OCc1ccccc1F)c1cc([N+](=O)[O-])ccc1N1CCOCC1	-0.72	.
i	Cc1ccc(CNc2cnccn2)s1	-0.89	-3.1
i	CSC1=N/C(=C\c2cccnc2)C(=O)N1c1ccccc1	0.53	-0.3
i	Cc1ccc(C2CC2/C(=N/O)c2ccc(F)cc2)cc1 (stereo not given)	0.01	0.0
i	O=C(COc1cccc(Br)c1)N/N=C1\CCCc2ccccc21	-0.67	-0.2
i	O=C(O)CN1C(=O)SC(Nc2ccccc2C(=O)O)C1=O (stereo not given)	1.8	6.1
i	N#Cc1c(SCC(N)=O)nc2c(c1-c1ccc(O)cc1)CCCC2	0.58	-0.9
i	Cc1cc(CC(=O)O)c2oc(-c3ccoc3)cc(=O)c2c1	-0.03	-2.4
i	COc1ccc(S(=O)(=O)N2CCNCC2)cc1	0.54	-0.1
i	CC(=O)C1=C(C)NC(=S)NC1c1cccc([N+](=O)[O-])c1 (stereo not given)	-0.07	-0.1
i	O=C(Nc1nc2ccc(Cl)cc2s1)c1ccc(N2CCCCC2)c([N+](=O)[O-])c1	-2	-2.0
i	COC(=O)c1ccc(OCC(O)CN(CCO)CC(O)Cn2ccc3ccccc32)cc1 (stereo not given)	1.8	0.1
i	NC(=O)CC(NC(=O)c1ccccc1)c1ccc(N2CCC(N3CCCC3)CC2)c([N+](=O)[O-])c1 (stereo not given)	0.79	-2.0
i	O=C(Nc1ccc(N2CCCC2)cc1)c1ccc(Br)o1	0.32	-0.5
i	CCCC(=O)Nc1nc(C)c(-c2csc(Nc3ccccc3C)n2)s1	-0.54	1.3
i	S=C(NC1CCCCC1)N1CCN(Cc2ccccc2)CC1	-2.4	-1.8
i	O=C(NC(Cc1c[nH]c2ccccc12)C(=O)N1CCOCC1)c1cccs1 (stereo not given)	0.82	1.4
i	CCN(CC)C(=O)Cn1cc(S(=O)(=O)CC(=O)Nc2ccc(C(N)=O)cc2)c2ccccc21	-1.8	-0.3
i	COc1ccccc1OCc1nnc(SCC(=O)NCc2ccco2)n1Cc1ccco1	-0.71	-0.2
i	COc1ccc(CC(NC(C)=O)C(=O)NC2CCN(c3c4c(nc5ncnn35)CCC4)CC2)cc1 (stereo not given)	0.31	-0.5
i	Cc1[nH]c2ccccc2c1C(=O)CNc1nccs1	0.71	-2.5
i	CCn1cc(C(=O)NCCC(=O)OC)c(=O)c2cc3c(cc21)OCO3	-1.1	0.3
i	CN1CCCN(C(=O)c2cc3c(s2)CCCC3)CC1	0.18	-0.8
i	COc1ccc(S(=O)(=O)N2CCN(C(=O)[C@@H]3CCC(=O)N3C3OC(=O)c4ccccc43)CC2)cc1 (stereo not given in full)	0.08	-1.3
i	CC(C)N1CCC(NC(=O)Nc2ccccc2)CC1	-0.27	-0.3
i	CC(=O)c1ccc(N(C(=O)CNC(=O)c2ccco2)C(C(=O)NC2CCCC2)c2ccco2)cc1 (stereo not given)	-1.5	-0.9
i	Cc1nc(NC(=O)c2cc(-n3cnnc3)ccc2Cl)ccc1Br	0.58	-0.2
i	c1cc2c(cc1Nc1nc(-c3ccc4c(c3)OCO4)cs1)OCCO2	0.1	-0.4
i	O=C(CCl)Nc1sccc1C(=O)c1ccccc1	1.9	0.2
i	CS(=O)(=O)N(C(=O)NC(=O)NC1CCS(=O)(=O)C1)C1CCCCC1 (stereo not given)	-1.6	0.4
i	CC(C)(Oc1ccc(Br)cc1)C(=O)N1CCc2ccccc21	-2.5	0.6
i	COc1cccc(/C=C2\C=C(c3ccc(C)cc3)OC2=O)c1OC(C)=O	-1.3	-0.6
i	Cc1csc(NC(=O)CSc2nnc(C)c(=O)n2N)n1	-1.7	-0.3
i	Cc1ccc(CC2CC(=O)N(c3ccc(C)cc3)C2=O)cc1 (stereo not given)	-1.2	1.2
i	CCN(C(=O)CSc1nnc(COc2ccccc2F)n1N)C1CCS(=O)(=O)C1 (stereo not given)	-0.08	-0.7
i	COc1ccccc1N(C1=NCCCS1)S(=O)(=O)c1ccc(C(C)(C)C)cc1	0.08	1.1
i	Cc1cccc(Cn2c(Cc3ccccc3)nc3ccccc32)c1	-11*	0.7
i	CN(c1ccccc1C(=O)Nc1ccc(S(=O)(=O)N2CCOCC2)cc1)S(=O)(=O)c1ccccc1	-1.7	-0.8
i	CCOC(=O)c1cc(CC)sc1NC(=O)CN1C(=O)C(=O)N(CC(C)C)C1=O	1.6	9.1
i	N#Cc1ccccc1NC(=O)CN1CCN(c2ccccn2)CC1	0.13	0.8
i	CCOc1cccc(C(=O)N(Cc2ccc(F)cc2)C2CCS(=O)(=O)C2)c1 (stereo not given)	-0.08	-0.4
i	CN(CC(=O)Nc1cccc(F)c1)CC(=O)Nc1cccc(S(=O)(=O)N2CCCCCC2)c1	-0.18	-1.0
i	COc1ccccc1C(=O)N/N=C/C(C)=C/c1ccccc1	-0.12	0.0
i	Cc1ccc2ccc(C(Nc3cccc(C(F)(F)F)c3)c3cccnc3)c(O)c2n1 (stereo not given)	1.9	-1.3
i	COc1ccc(/C=C/C(=O)c2ccc(OC)cc2O)cc1	-0.16	-1.5
i	Cc1ccc(C(=O)NC(=S)Nc2ccccc2C)cc1	-2.2	6.0
i	Cc1nn(C)c(C)c1NC(=O)CCl	2.1	-0.2
i	COc1ccc(NC(=O)Nc2ccc(OC)cc2)cc1	-0.59	0.6
i	O=C(CCN1CCCC1=O)NC1CCCc2c1cnn2-c1ccccc1F (stereo not given)	1.2	-0.8
i	O=C(Cn1cc([N+](=O)[O-])cn1)N1CCN(c2ccccc2)CC1	-0.34	-1.4
i	C#CCNC(=O)C1=C[C@@H](C(C)(C)C)C[C@@H](OCc2ccc(CO)cc2)O1	-2	-1.1
i	CCn1nc(NC(=O)Cc2ccc(OC)cc2)c2cc3cccc(C)c3nc21	-0.02	1.0

By substructure: the entries above with a Cl atom (4)
KCNQ2 inh	molecule	Kir21 block	STK33 kinase inh
i	O=C(Nc1nc2ccc(Cl)cc2s1)c1ccc(N2CCCCC2)c([N+](=O)[O-])c1	-2	-2.0
i	Cc1nc(NC(=O)c2cc(-n3cnnc3)ccc2Cl)ccc1Br	0.58	-0.2
i	O=C(CCl)Nc1sccc1C(=O)c1ccccc1	1.9	0.2
i	Cc1nn(C)c(C)c1NC(=O)CCl	2.1	-0.2

7 compounds out of the list above, ordered by the value under Kir21 block, low to high:
Molecule | Kir21 block
C#CCNC(=O)C1=C[C@@H](C(C)(C)C)C[C@@H](OCc2ccc(CO)cc2)O1 | -2
CS(=O)(=O)N(C(=O)NC(=O)NC1CCS(=O)(=O)C1)C1CCCCC1 (stereo not given) | -1.6
COc1cccc(/C=C2\C=C(c3ccc(C)cc3)OC2=O)c1OC(C)=O | -1.3
O=C(Cn1cc([N+](=O)[O-])cn1)N1CCN(c2ccccc2)CC1 | -0.34
COc1ccccc1N(C1=NCCCS1)S(=O)(=O)c1ccc(C(C)(C)C)cc1 | 0.08
CCOC(=O)c1cc(CC)sc1NC(=O)CN1C(=O)C(=O)N(CC(C)C)C1=O | 1.6
Cc1ccc2ccc(C(Nc3cccc(C(F)(F)F)c3)c3cccnc3)c(O)c2n1 (stereo not given) | 1.9

The results go on:
KCNQ2 inh	molecule	Kir21 block	STK33 kinase inh
i	CSc1cccc(NC(=O)OC2CCCCCCCCCCC2)c1	0.72	-0.2
i	COc1cc(NC(=O)c2cc3ccccc3o2)c(OC)cc1Cl	1.6	-2.0
i	CC[C@@H](C(=O)[C@@H](C)[C@@H](O)[C@H](C)CCc1ccc(C)c(O)c1C(=O)O)[C@H]1O[C@](CC)([C@H]2CC[C@](O)(CC)[C@H](C)O2)C[C@@H]1C	-1.4	-0.5
i	CSc1ccc(/C=C/C(=O)c2ccc(NC(=O)C(C)C)cc2)cc1	0.01	-1.7
i	COc1ccc(N2CCN(S(=O)(=O)CCNC(=O)COc3ccccc3C)CC2)cc1	-0.5	-0.4
i	O=C(Nc1ccc(N2CCCCC2)cc1)c1ccccc1	-0.4	0.8
i	COc1ccc(CCNC(=O)c2ccc(OCC(=O)N3CCOCC3)c(OC)c2)cc1OC	1.4	6.6
i	O=S(=O)(c1ccc(NC(=S)NN=C2CCCCC2)cc1)N1CCOCC1	-0.66	-1.9
i	O=C(Nc1cccnc1)c1cc(-c2cccnc2)nc2ccc(Br)cc12	-2.4	.
i	CCN1CCCC1CNCc1cccc(OC)c1OCc1ccc(F)cc1 (stereo not given)	-1.2	-0.5
i	Cc1c(NC(=O)CSCc2c(F)cccc2Cl)c(=O)n(-c2ccccc2)n1C	0.97	-1.0
i	CCn1cc(C(=O)NCCN(C)C)c(=O)c2cc(F)c(N3CCN(C)CC3)cc21	-0.02	-0.5
i	COc1cc(CC(=O)OCC(=O)N2C(C)CCCC2C)cc(OC)c1OC (stereo not given)	0.35	-1.1
i	Cc1cccn2c(=O)c(/C=C(\C#N)C(N)=O)c(N3CCN(Cc4ccc5c(c4)OCO5)CC3)nc12	-0.48	-0.9
i	CC(NC(=O)/C(C#N)=C/c1ccco1)c1ccccc1 (stereo not given)	0	1.2
i	CCCCN(CC)C(=O)Cc1c(C(=O)O)[nH]c2ccc(Cl)cc12	0.23	-1.1
i	O=C1CCCN1CC(CN1CCOCC1)Sc1nnnn1-c1ccccc1 (stereo not given)	0.86	0.3
i	Cc1ccccc1OCCn1ccnc1	0.11	-2.6
i	O=S(=O)(c1ccccc1)N1CCN=C1SCc1ccccc1Cl	-1.6	-0.1
i	Cc1ccc(C)c(S(=O)(=O)Nc2ccc(S(=O)(=O)Nc3onc(C)c3C)cc2)c1	-0.03	.
i	Cc1nn(-c2ccccc2)c2c1C(c1ccc(F)cc1)C(C#N)=C(N)O2 (stereo not given)	0.17	-0.3
i	O=C(CSc1nnc(-c2ccccc2O)o1)N1CCCCC1	0.9	-0.7
i	CC(Oc1ccccc1F)C(=O)NNC(=O)CCNC(=O)c1ccccc1Cl (stereo not given)	-0.8	1.8
i	Cc1cccc(-c2nc(CSCC(=O)N3CCN(c4ccccn4)CC3)c(C)o2)c1	-2.6	0.5
i	COC(=O)CCN(C(=O)C1C2CC3CC(C2)CC1C3)c1ccccn1 (stereo not given)	-0.2	-0.5
i	O=[N+]([O-])CC(=Nc1ccc(F)cc1)N/N=C\c1oc(O)c2ccccc12	-1.8	0.3
i	COCCNC(=O)C(=O)NNC(=O)COc1ccc(OC)cc1	1.1	-0.7
i	CSc1ccccc1OCc1cc(C(=O)N2CCCC(C)C2)no1 (stereo not given)	1	0.5
i	CNC(=O)c1oc(-c2ccccc2)nc1C	-1.5	.
i	O=C(c1ccc(COCC(F)(F)F)o1)N1CCCC1	-0.08	-1.7
i	Cc1ccc(S(=O)(=O)Nc2ccc(-n3cnnn3)cc2)cc1	-1.3	0.1
i	COC(C[C@@H]1O[C@H]1C(=O)[C@@H](C)OCc1ccccc1)OC	-0.28	-0.2
i	CCCC(c1nnnn1C1CCCCC1)N1CCN(C2CCCC2)CC1 (stereo not given)	0.24	-1.7
i	Brc1cccc(OCCn2ccnc2)c1	1.5	-0.9
i	NC(=O)c1cc(Cl)cn(-c2ccccc2)c1=O	0.15	0.3
i	COC(=O)C1CCN(S(=O)(=O)c2cc3c4c(c2)CCN4C(=O)CC3)CC1	0.04	.
i	O=C(N/N=C/c1cc(Cl)cc([N+](=O)[O-])c1O)c1cc(-c2ccccn2)nc2ccccc12	1.4	-0.9
i	O=S(=O)(NCc1ccc2c(c1)OCO2)c1cccc(S(=O)(=O)N2CCOCC2)c1	1.6	0.2
i	CN(Cc1ccccc1)S(=O)(=O)c1ccc(Cl)c(C(=O)NCc2ccncc2)c1	-0.02	-0.8
i	Cc1cc(C)n(Cc2cccc(C(=O)N/N=C/c3cccnc3)c2)n1	1	.
i	Cc1ccc(CN2CCN(/N=C\C=C\c3ccccc3)CC2)cc1	-0.89	1.1
i	CCSc1cnn(-c2ccccc2)c(=O)c1Cl	1.4	-1.4
i	CN(Cc1ccno1)Cc1cn(Cc2ccccc2)nc1-c1ccc2c(c1)OCO2	-0.55	0.0
i	CCOC(=O)C1CCN(C(=O)Nc2cccc(OC)c2)CC1	-0.7	-0.5
i	COc1ccc(NC(=O)CC2C(=O)N(c3ccc(OC)cc3)C(=O)N2C(C)C)cc1 (stereo not given)	0.13	0.5
i	CCS(=O)(=O)c1ccc(O)c(NC(=O)COc2ccc(Br)cc2)c1	0.59	-1.5

Outcome played no part in choosing rows. About 1.9% of those tested had a hit in this group.
